# Bioassay records from PubChem.
# LMPTP block: blocks human LMPTP phosphatase; P24666; recombinant LMPTP-A, OMFP fluorogenic substrate, fluorescence intensity; inhibition, % at 20 µM; 0.22% of 360,000 active;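 active = compounds that cut the enzyme signal by at least half of the control window in the single-dose screen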;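 also: plate controls were DMSO wells with enzyme plus substrate for no effect and substrate without enzyme for full effect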
#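 Assay system: LMPTP-A, protein tyrosine phosphatase of low molecular weight / Medium: pH 6.0 Bis-Tris buffer with DTT and Triton X-100 / Schedule: 50 min enzyme reaction at room temperature, protected from light / Measured by: endpoint fluorescence intensity from OMFP dephosphorylation / Read-out basis: % inhibition relative to no-enzyme and uninhibited control wells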
# DNMT1 inh: blocks human DNA methyltransferase DNMT1; P26358; DNMT1 molecular beacon, Hinp1I cleavage, fluorescence; inhibition (reported as % activation of signal), % at 10 µM; 0.83% of 360,000 active; in the data active = inhibition above about 50%
# NadD block: blocks S. aureus nicotinate mononucleotide adenylyltransferase; purified NadD enzyme, colorimetric absorbance read-out; inhibition, % at 20 µM; 0.78% of 360,000 active; AID 602399; in the data active = inhibition above about 26%; also: some compounds past the cut are filed as inactive
# SUMO1-SIM PPI: alters human SUMO1 binding to SIM partners | P63165 | SUMO1 binding to a labelled peptide, TR-FRET, 1 h | inhibition, % at 20 µM | 0.33% of 360,000 active; in the data active = inhibition above about 37%
# Target sequence (P63165 whole entry, looked up): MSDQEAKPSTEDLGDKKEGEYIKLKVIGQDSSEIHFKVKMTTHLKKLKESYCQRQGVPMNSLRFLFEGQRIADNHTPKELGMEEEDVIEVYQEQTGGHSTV
# STEP inh: blocks human striatal-enriched tyrosine phosphatase; inhibition, % at 20 µM; recombinant STEP, OMFP fluorogenic substrate, fluorescence; 0.25% of 360,000 active; P54829;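 active = inhibition at 20 µM, scaled per plate between control wells, above about 37%, limit read from the data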;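 also: 0% = DMSO with enzyme and substrate and 100% = substrate only without enzyme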
#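 Test system: STEP tyrosine phosphatase / Reagent: OMFP at 25 µM / Doses: 20 µM, 1% DMSO / Read-out: percent inhibition scaled to no-enzyme and uninhibited-enzyme controls, plate-pattern corrected / Detection: FITC-channel fluorescence of OMFP product / Medium: Bis-Tris buffer pH 6.0, 2.5 mM DTT, 0.005% Tween 20 / Schedule: 20 min at room temperature, dark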
# Scp1 inh: blocks human Scp-1 phosphatase activity; Q9GZU7; Recombinant Scp1, phosphopeptide, malachite green phosphate absorbance; inhibition, % at 20 µM; 0.88% of 340,000 active; AID 493091;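 active = inhibition above about 50% at 20 µM, limit read from the data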;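 also: plate controls were DMSO wells with enzyme for no effect and wells lacking enzyme for full effect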
# Target sequence (Q9GZU7 76-261 limits assumed): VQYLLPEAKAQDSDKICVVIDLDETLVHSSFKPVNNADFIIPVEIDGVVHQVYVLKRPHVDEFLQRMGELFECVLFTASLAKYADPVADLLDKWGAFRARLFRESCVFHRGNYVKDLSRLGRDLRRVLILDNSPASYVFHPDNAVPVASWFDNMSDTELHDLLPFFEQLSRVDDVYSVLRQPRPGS
#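 Assay system: SCP-1 catalytic fragment, aa 76-261 | Buffer or medium: Tris acetate buffer pH 5.5 with MgCl2 and Tween-20 | Compound: One concentration, 20 µM, with 1.0% DMSO | Also added: Phospho 17-mer peptide substrate | Signal: Absorbance at 630 nm | Incubation: 45 min enzyme reaction at room temperature | Measure: % inhibition of SCP-1 phosphate liberation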
# Neddylation inh: cullin neddylation inhibition | P61081+Q13564 | TR-FRET cullin neddylation, biochemical | calls only at 25 µM | 0.58% of 360,000 active | AID 651699; in the data active = inhibition above about 36%
# Target sequence (P61081 whole entry, looked up): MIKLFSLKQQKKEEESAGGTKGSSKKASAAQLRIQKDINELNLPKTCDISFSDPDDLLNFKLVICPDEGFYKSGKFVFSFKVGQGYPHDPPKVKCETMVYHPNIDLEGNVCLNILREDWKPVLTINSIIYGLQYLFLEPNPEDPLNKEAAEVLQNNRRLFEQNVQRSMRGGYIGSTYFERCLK
# Target sequence (Q13564 whole entry, looked up): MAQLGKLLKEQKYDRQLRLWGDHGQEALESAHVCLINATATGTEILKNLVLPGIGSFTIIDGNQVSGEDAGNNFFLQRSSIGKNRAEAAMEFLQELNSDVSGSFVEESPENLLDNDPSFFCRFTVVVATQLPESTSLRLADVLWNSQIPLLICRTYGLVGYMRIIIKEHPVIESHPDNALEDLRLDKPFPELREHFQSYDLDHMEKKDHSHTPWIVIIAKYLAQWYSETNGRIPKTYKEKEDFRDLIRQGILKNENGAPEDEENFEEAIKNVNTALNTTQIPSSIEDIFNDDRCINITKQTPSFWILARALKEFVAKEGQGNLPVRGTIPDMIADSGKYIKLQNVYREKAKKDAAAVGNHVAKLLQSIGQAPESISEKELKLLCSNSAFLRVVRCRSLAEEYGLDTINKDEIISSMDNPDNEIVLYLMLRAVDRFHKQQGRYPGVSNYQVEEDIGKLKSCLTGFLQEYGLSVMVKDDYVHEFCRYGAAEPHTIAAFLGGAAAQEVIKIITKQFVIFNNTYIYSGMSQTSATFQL
# Rpn11 inh: blocks the human proteasome subunit Rpn11 | 0.59% of 360,000 active | human 26S proteasome, Ub4-pepOG fluorescence polarization; 20S core pre-blocked with epoxomicin | O00487 | AID 588493 | calls only at 20 µM;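 active = inhibition at 20 µM, scaled to each plate's controls, above about 33%, limit read from the data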
# CSN deneddyl inh: CSN deneddylation inhibition. Q92905. Purified CSN, SCF-Nedd8-OG deneddylation, fluorescence polarization. inhibition, % at 12.5 µM. 0.38% of 360,000 active;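 active = pattern-corrected inhibition above about 35%, with an unprinted fluorescence ratio check between 0.5 and 1.5, limit read from the data, passing the limit was not always enough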;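 also: 0% = enzyme with substrate and 100% = substrate without enzyme; some results filed as inactive read as strong as hits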
#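 Material: purified human Csn5 enzyme expressed in HEK293T cells / Medium: Tris buffer pH 7.5, NaCl, DTT, Tween-20, trehalose, ovalbumin / Compound dosing: 12.5 µM single point / Schedule: 90 min incubation of compound, enzyme and substrate at room temperature / Signal: fluorescence polarization of the substrate / Control set: no-enzyme wells high, enzyme-with-substrate wells low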
# Rin1 Abl inh: human Rin1-Abl interaction inhibition. P00519+Q13671. TR-FRET Rin1/Abl binding, biochemical. AID 588664. 0.4% of 360,000 active. inhibition, % at 7.35 µM; in the data active = inhibition above about 5%, passing the limit was not always enough
# Numbers without * were called inactive; i = inactive; . = not tested or not shown.
LMPTP block,DNMT1 inh,NadD block,SUMO1-SIM PPI,STEP inh,Scp1 inh,Neddylation inh,Rpn11 inh,CSN deneddyl inh,Rin1 Abl inh,canonical_smiles
-4.0,-3.7,1.5,-6.4,-2.3,-1.9,i,i,-4.9,-0.1,CCN1CCN(C(c2ccccn2)c2c(NC(=O)c3ccccc3)sc(C)c2C)CC1 (centres undefined)
16.2,5.3,-8.4,3.2,-0.1,10.5,i,i,4.5,2.1,c1ccc2c(Nc3ccc(N4CCOCC4)cc3)nc(N3CCOCC3)nc2c1
1.2,-6.3,-6.5,4.2,-0.6,-8.1,i,i,-3.2,-1.1,Cc1ccc(C)c(C(=O)COC(=O)c2n[nH]c3ccccc23)c1
-7.6,-13.1,-2.9,-2.8,-0.1,1.7,i,i,-7.0,-4.6,CN1CCN(CCCC(=O)c2ccc(C3CCCC3)cc2)CC1
2.2,48.4,5.0,3.6,-0.2,.,i,i,7.5,-1.5,O=C(Nc1ccc(F)c(Cl)c1)C1Cc2c(-c3ccc4c(c3)OCO4)ccnc2O1 (centres undefined)
0.0,1.8,-1.1,3.1,-0.4,-6.8,i,i,-2.6,3.4,CCOC(=O)/C=C1/SCC(=O)N1CC(=O)Nc1ccc2c(c1)CCC2
-1.8,2.7,-0.5,1.9,-2.8,-9.6,i,i,-2.2,-0.2,COc1cc(NS(=O)(=O)c2ccc(NC(=O)Cc3ccccc3)cc2)nc(OC)n1
-0.9,-3.8,-1.0,3.1,1.8,-11.5,i,i,-1.6,1.6,Cc1ccc(C(=O)NNC(=O)c2ccc3c(c2)OCCO3)cc1
3.9,0.7,-5.1,2.1,-1.2,5.1,i,i,3.9,-0.7,CCc1ccc(NC(=O)CSc2nc3nc(C)cc(C)n3n2)cc1
-1.8,15.8,2.6,-1.2,0.5,-3.7,i,i,-3.7,-0.8,COC(=O)NCC(c1ccco1)N1CCN(c2ccc(F)cc2)CC1 (centres undefined)
-2.0,0.2,5.4,-1.0,-17.8,-3.8,i,i,1.8,-1.4,Cc1ccc2nc(SCC(=O)N3CCCC3)[nH]c2c1
-2.1,-2.5,-4.2,-1.9,-3.0,-6.4,i,i,-0.1,1.1,COc1cccc(OCCCCCN2CCOCC2)c1
0.9,1.6,-1.7,-3.3,0.5,5.2,i,i,0.6,-0.4,CC(C)[C@H](NC(=O)OC(C)(C)C)C(=O)N1CCC(C(=O)N[C@@H](C)C(=O)Nc2ccc(F)cc2)CC1
0.9,3.5,-4.4,-18.4,-2.6,-1.2,i,i,-2.6,-4.6,CCOc1c(/C=C(\C#N)C(N)=O)c2ccccc2n1CC
4.8,-2.0,4.6,-1.5,3.8,-0.8,i,i,-3.9,-0.3,CCCOc1ccc(/C=N/NC(=O)c2ccc3c(c2)OCO3)c(OCCC)c1
-0.2,0.3,4.8,3.1,1.0,-2.0,i,i,11.1,-0.4,CC(=O)c1cccc(NC(=O)N2CCCCCC2)c1
-0.4,4.4,-5.2,7.4,1.4,-6.0,i,i,-0.7,-2.9,COc1ccc(NC(=O)CCN2CCN(c3ccccc3F)CC2)c(OC)c1
-1.8,2.0,-7.0,3.9,0.2,8.4,i,i,0.8,1.1,O=C(Nc1cc(N2CCOCC2)ncn1)c1ccc(F)cc1
-0.5,-3.1,-9.0,-2.4,0.3,0.3,i,i,1.6,-0.5,Cc1c(NC(=S)NC(=O)c2ccc(Cl)cc2)c(=O)n(-c2ccccc2)n1C
-0.3,-1.5,-6.3,6.7,1.3,-6.0,i,i,0.0,5.3,COc1cccc(N2C(=O)CC(Sc3nc(C)cc(C)n3)C2=O)c1 (centres undefined)

# An excerpt from above in order of the DNMT1 inh value, high to low:
LMPTP block,DNMT1 inh,NadD block,SUMO1-SIM PPI,STEP inh,Scp1 inh,Neddylation inh,Rpn11 inh,CSN deneddyl inh,Rin1 Abl inh,canonical_smiles
2.2,48.4,5.0,3.6,-0.2,.,i,i,7.5,-1.5,O=C(Nc1ccc(F)c(Cl)c1)C1Cc2c(-c3ccc4c(c3)OCO4)ccnc2O1 (centres undefined)
16.2,5.3,-8.4,3.2,-0.1,10.5,i,i,4.5,2.1,c1ccc2c(Nc3ccc(N4CCOCC4)cc3)nc(N3CCOCC3)nc2c1
3.9,0.7,-5.1,2.1,-1.2,5.1,i,i,3.9,-0.7,CCc1ccc(NC(=O)CSc2nc3nc(C)cc(C)n3n2)cc1
-2.1,-2.5,-4.2,-1.9,-3.0,-6.4,i,i,-0.1,1.1,COc1cccc(OCCCCCN2CCOCC2)c1
-4.0,-3.7,1.5,-6.4,-2.3,-1.9,i,i,-4.9,-0.1,CCN1CCN(C(c2ccccn2)c2c(NC(=O)c3ccccc3)sc(C)c2C)CC1 (centres undefined)

# Next section.
LMPTP block,DNMT1 inh,NadD block,SUMO1-SIM PPI,STEP inh,Scp1 inh,Neddylation inh,Rpn11 inh,CSN deneddyl inh,Rin1 Abl inh,canonical_smiles
-1.3,2.3,0.7,3.5,0.9,-7.9,i,i,-0.3,-4.1,COc1ccc(CCNC(=O)c2cccnc2Cl)cc1OC
-0.6,4.7,-3.2,5.7,-0.2,2.7,i,i,-3.4,-1.0,Cc1ccc(CNC(=O)c2cccnc2)cc1
-0.9,-2.1,-0.5,1.6,0.6,-0.3,i,i,5.0,1.7,Cc1cc(C)c2nc(NC(=O)c3cc(C)on3)sc2c1
-0.1,2.2,8.0,5.0,-0.7,.,i,i,3.7,-0.9,CCOC(=O)c1ccc(NC(=O)c2ncn3c2C(=O)NC[C@H]3C)cc1
1.5,-7.2,-4.2,4.5,-2.0,-2.5,i,i,-8.6,-0.7,O=C(CNC(=O)c1ccco1)OCC(=O)c1ccc2c(c1)CCCC2
-0.3,1.2,0.6,0.9,-3.6,-3.4,i,i,0.3,2.2,O=S(=O)(Cc1ccccc1)/C1=C(\N2CCOCC2)CCCCCC1
-0.5,0.7,-0.2,2.8,-0.3,-8.3,i,i,3.5,-1.8,CCNC(=O)COC(=O)Cc1ccc(Cl)cc1Cl
-0.9,-1.1,7.3,1.5,0.8,1.0,i,i,-2.6,-1.4,COc1ccc(CN2CCCC(CNC(=O)c3ccc(F)cc3)C2)c(C)c1C (centres undefined)
-1.5,-1.1,-2.1,-2.1,-1.7,-1.5,i,i,0.0,2.3,O=C(Nc1c(F)cc(F)cc1Br)c1ccco1
-0.6,2.1,-0.4,-1.9,-3.1,3.5,i,i,-0.2,0.2,O=C(/C=N\O)NCCCNCc1ccccc1
1.0,2.1,-5.3,-2.1,0.1,5.0,i,i,5.4,-0.8,COc1cccc(CN(C)C(=O)c2cc(S(=O)(=O)NC3CCCCC3)ccc2C)c1OC
1.3,-0.1,-0.8,-0.1,-2.6,-2.6,i,i,-0.4,-3.9,CN=c1sc2ccccc2n1CC(O)COCc1ccco1 (centres undefined)
-5.9,-5.8,-3.2,-10.2,-1.5,-8.3,.,i,4.5,-1.8,CSc1ccc(/C=C/C(=O)N2CCCN(C)CC2)cc1
43.1,-0.4,13.5,28.0,1.1,6.8,i,i,20.8,1.0,O=CN/C=C/c1cc(O)ccc1O
-1.2,1.1,1.6,1.6,0.0,-5.7,i,i,-2.5,2.9,CCOc1ccccc1N1CCN(CC(=O)NC(C)c2ccccc2)CC1 (centres undefined)
-1.4,0.5,4.0,-0.5,4.7,-10.4,i,i,2.8,-1.9,CC12CCC(C(=O)NCc3ccc4c(c3)OCO4)(C(=O)C1=O)C2(C)C (centres undefined)
3.0,0.8,-7.4,-20.0,2.9,-8.3,i,i,15.3,-3.4,COc1ccc(/C=C2\CC/C(=C\c3ccc(OC)c(OC)c3)C2=O)cc1OC
-0.3,1.6,0.8,2.5,-10.2,-0.4,.,i,4.3,4.8,CCCCn1c(-c2ccccc2)nc2c(=O)n(C)c(=O)[nH]c21
-0.5,-3.0,-2.3,0.2,-0.7,0.3,i,i,-8.1,-2.0,c1ccc(NC2=NCCCCS2)cc1
-0.7,-0.9,0.1,0.1,-1.8,0.3,i,i,2.1,-2.4,CCN(CC)CC(=O)Nc1ccc(C)cc1C(=O)c1ccccc1
0.1,-2.5,10.2,2.5,4.4,.,i,i,-2.9,2.3,Cc1ccc(S(=O)(=O)N2C[C@H]3C(=O)C[C@@H](c4ccccc4)N(S(=O)(=O)c4ccc(C)cc4)[C@H]3C[C@H]2c2cccs2)cc1
0.8,1.4,-11.6,2.7,-0.6,.,i,i,2.5,2.8,CN(C)CCCN(C(=O)c1ccc2c(c1)OCCO2)c1nc2ccc(Cl)cc2s1
79.5*,100.7*,48.4*,72.8*,64.3*,.,i,i,31.3,-1.4,Cc1cc(C(=O)O)ccc1-c1ccc(/C=C2\SC(=O)N(CC(=O)Nc3ccc4c(c3)OCO4)C2=O)o1
3.2,.,-5.2,5.7,.,.,i,.,-1.1,.,CCCCCCCCN1C(=O)[C@H](CC(=O)NCCCOCCCC)C[C@@]2(C(=O)OC)CCCCC=C12
-0.5,-3.5,2.0,-5.1,-0.7,-3.9,i,i,0.3,2.2,Cc1cccc(NC(=O)CN2C(=O)N/C(=C/c3ccc(C)o3)C2=O)c1
0.3,-2.5,2.1,-2.6,0.3,20.5,i,i,5.5,4.0,O=C(NC1CCC(c2ccccc2)CC1)c1cccnc1 (centres undefined)
-0.8,0.8,-3.5,2.8,-1.7,2.2,i,i,0.2,1.2,COc1ccc(N(CC(=O)NCCC2=CCCCC2)S(=O)(=O)c2ccccc2)c(OC)c1
5.8,-7.3,16.3,-9.6,2.9,5.5,i,i,-0.3,-7.3,O=C1Nc2cc(C(=O)N3CCN(c4ccccn4)CC3)ccc2S/C1=C\c1ccccc1
-2.0,2.9,3.5,-1.0,4.6,-6.5,i,i,-0.9,1.6,CCOCCn1c(SCC(=O)OCc2ccccc2)nc2c1c(=O)[nH]c(=O)n2C
1.1,-0.3,-6.4,-3.0,2.8,-11.0,i,i,-3.8,0.2,COc1cc(OC)cc(C(=O)OCC(=O)NCc2ccc3c(c2)OCO3)c1
-0.7,2.1,-1.0,0.1,-1.2,-2.0,i,i,-1.9,1.9,COc1cccc(NC(=O)CSC(N)=O)c1
0.1,26.7,-6.7,-2.9,-1.2,-4.5,i,i,-1.5,2.6,Cc1nn(C(=O)c2c(-c3ccccc3)noc2C)c(C)c1N=Nc1cc(C(F)(F)F)cc(C(F)(F)F)c1
-0.5,1.8,-2.8,2.4,0.9,-10.4,i,i,4.2,-4.5,CS(=O)(=O)Nc1nc2n(n1)C(c1ccccc1)CC(c1ccccc1)N2 (centres undefined)
-1.1,2.5,1.9,3.7,-0.3,-1.8,i,i,4.3,0.3,CSCc1ccc(C(=O)NC(C)c2cnn(-c3ccccn3)c2C)o1 (centres undefined)
-0.9,1.1,-8.1,2.2,-2.5,-2.8,i,i,-0.5,1.9,CC(C)c1nnc(NC(=O)C2CCN(C(=O)Nc3ccc(Cl)cc3)CC2)s1
